hcGAS inh: inhibitors of human cGAS. Q8N884. recombinant h-cGAS, ATP depletion, Kinase-Glo luminescence. inhibition, % at 12.5 µM. AID 1259398. actives 0.081% (n = 290,000);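 further: 0% = vehicle reaction and 100% = reaction without DNA for no activity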
Target sequence (Q8N884 whole entry, looked up): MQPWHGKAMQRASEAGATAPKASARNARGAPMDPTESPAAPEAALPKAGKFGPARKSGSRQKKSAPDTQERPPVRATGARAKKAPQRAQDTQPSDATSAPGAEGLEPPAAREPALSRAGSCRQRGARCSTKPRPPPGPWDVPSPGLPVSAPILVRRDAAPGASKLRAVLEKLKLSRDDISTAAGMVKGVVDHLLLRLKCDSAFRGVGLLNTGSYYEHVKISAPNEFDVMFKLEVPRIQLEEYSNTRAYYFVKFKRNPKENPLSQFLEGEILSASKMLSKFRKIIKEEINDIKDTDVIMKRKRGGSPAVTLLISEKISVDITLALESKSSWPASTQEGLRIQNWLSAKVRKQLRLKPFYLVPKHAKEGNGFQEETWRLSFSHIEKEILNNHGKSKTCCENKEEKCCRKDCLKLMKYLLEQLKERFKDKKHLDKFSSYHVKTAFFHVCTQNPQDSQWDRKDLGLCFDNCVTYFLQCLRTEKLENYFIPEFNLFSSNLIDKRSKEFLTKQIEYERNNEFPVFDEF
NPYLR7 agonist: mosquito NPYLR7 agonism; HEK293T NPYLR7/Galpha15, GCaMP6s calcium fluorescence; activation, % at 10 µM; actives 0.15% (n = 270,000); AID 1259423; in the data active means activation above about 40%;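 further: 0% = vehicle and 100% = reference agonist at the receptor; some compounds past the cut are filed as inactive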
mcGAS lum: mouse cGAS inhibition by luminescence. recombinant cGAS, Kinase-Glo ATP depletion luminescence. actives 0.15% (n = 160,000). Q8C6L5. inhibition, % at 12.5 µM. AID 1259399;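 further: 0% = negative control wells and 100% = reference inhibitor with no enzyme activity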
Active calls of the source: *; nt = no result given; & = joins results of further samples. Unless noted, no stated cut-off is given here; in the data, active means inhibition above about 40%; inactive means the rest.

SMILES	hcGAS inh	NPYLR7 agonist	mcGAS lum
C=CCN1C(=O)CC2(C1=O)C(=O)N(CCCOc1ccc(OC)cc1)c1ccc(Cl)cc12 (centres undefined)	-0.7	4.1	-2.0
COc1ccc(CC(=O)NCCOc2ccc3nnc(-c4ccccc4)n3n2)cc1OC	-8.6	-7.5	-9.6
CCc1nc2c(OCCc3cccc(OC)c3)cccn2c1N(C)C(=O)c1ccc(C)cc1	-1.4	-0.6	-0.9
Cc1noc(CN(C)C(=O)c2c(-n3cccc3)sc(C)c2C)n1	-3.2	-5.3	nt
COc1ccc(CCOC(=O)[C@@H]2CCCN2C(=O)CCCNC(=O)OCc2ccccc2)cc1OC	-6.1	14.0	-6.1
O=[N+]([O-])c1ccc(S(=O)(=O)c2ccccc2[N+](=O)[O-])cc1	3.8	-3.9	1.3
CC(=O)N1CCN(C(=O)c2ccc(CSc3nc(-c4ccccc4)cc(N4CCCC4)n3)o2)CC1	-2.9	13.2	-5.7
NS(=O)(=O)c1cccc(NC(=O)CSc2nnnn2C2CC2)c1	10.5	3.2	0.7
O=c1[nH]c(CN2CCN(c3ccccc3)CC2)nc2ccccc12	-9.3	7.2	nt
CCCNC(=O)NC(C)C1c2cc(OC)c(OC)cc2CCN1Cc1cccc(F)c1 (centres undefined)	-3.2	2.9	-7.5
O=C1NCC2(CCCN(C(=O)CCc3nc4ccccc4[nH]3)CC2)O1 (centres undefined)	-5.5	12.1	-10.4
CC(=O)ON1C(c2ccccc2)N=C(c2ccccc2)C1(C)C (centres undefined)	-4.5	-14.5	-7.6
CCOC(=O)C1(CCc2ccccc2)CCN(C(=O)CSc2ncccn2)CC1	-7.1&-1.7	2.9&2.3	-5.2
COc1cccc(C(=O)N(Cc2c(-c3cccc(C)c3)noc2N2CCOCC2)C2CC2)c1	-4.0	-10.1	1.0
CCOC(CN1CCN(CC(C)C(=O)c2ccccc2)CC1)c1ccccc1 (centres undefined)	-7.4	-3.3	-8.9
CCOC(=O)C1(Cc2ccccc2)CCCN(C(=O)NCc2ccccc2)C1 (centres undefined)	-5.0&-8.4	9.3&-0.1	-11.0
Cc1cc(N2CCCC2)nc(-n2nc(C)cc2C)n1	-11.4	5.6	-10.6
O=c1c2c(nc3n1CCC3)sc1c(O)c(Br)ccc12	-9.6	-1.0	nt
CC(C)CNC(=O)CCN(Cc1ccccc1)c1nc(-c2cccs2)nc2ccccc12	-2.1	16.4	-8.3
COc1ccc(N)cc1S(=O)(=O)Nc1ccc(Br)cc1	-4.2	3.9	-3.0
COc1coc(CN2CC[C@H](CO)[C@H](O)C2)cc1=O	-9.1	1.1	-11.8
CN(C)C/C=C/C(O)(c1ccccc1)c1ccccc1	-8.0	-0.5	-5.5
CCOc1ccc(-c2noc(-c3cc(-c4ccco4)n[nH]3)n2)cc1	-1.1	-2.6	-4.2
CCN(C(=O)c1nc(SC)ncc1Cl)c1cccc(C)c1	-3.5	-0.1	-7.1

Part of the list above in another layout:
| Structure | hcGAS inh | NPYLR7 agonist | mcGAS lum |
| --- | --- | --- | --- |
| CCCNC(=O)NC(C)C1c2cc(OC)c(OC)cc2CCN1Cc1cccc(F)c1 (centres undefined) | -3.2 | 2.9 | -7.5 |
| O=C1NCC2(CCCN(C(=O)CCc3nc4ccccc4[nH]3)CC2)O1 (centres undefined) | -5.5 | 12.1 | -10.4 |
| CC(=O)ON1C(c2ccccc2)N=C(c2ccccc2)C1(C)C (centres undefined) | -4.5 | -14.5 | -7.6 |
| CCOC(=O)C1(CCc2ccccc2)CCN(C(=O)CSc2ncccn2)CC1 | -7.1&-1.7 | 2.9&2.3 | -5.2 |
| COc1cccc(C(=O)N(Cc2c(-c3cccc(C)c3)noc2N2CCOCC2)C2CC2)c1 | -4.0 | -10.1 | 1.0 |
| CCOC(CN1CCN(CC(C)C(=O)c2ccccc2)CC1)c1ccccc1 (centres undefined) | -7.4 | -3.3 | -8.9 |
| CCOC(=O)C1(Cc2ccccc2)CCCN(C(=O)NCc2ccccc2)C1 (centres undefined) | -5.0&-8.4 | 9.3&-0.1 | -11.0 |
| Cc1cc(N2CCCC2)nc(-n2nc(C)cc2C)n1 | -11.4 | 5.6 | -10.6 |
| O=c1c2c(nc3n1CCC3)sc1c(O)c(Br)ccc12 | -9.6 | -1.0 | nt |
| CC(C)CNC(=O)CCN(Cc1ccccc1)c1nc(-c2cccs2)nc2ccccc12 | -2.1 | 16.4 | -8.3 |
| COc1ccc(N)cc1S(=O)(=O)Nc1ccc(Br)cc1 | -4.2 | 3.9 | -3.0 |
| COc1coc(CN2CC[C@H](CO)[C@H](O)C2)cc1=O | -9.1 | 1.1 | -11.8 |

Remaining list, next part.
SMILES	hcGAS inh	NPYLR7 agonist	mcGAS lum
CN(C)CCn1c2c(c(SCC(=O)NCc3ccccc3)nc1=O)CCC2	-5.5	3.5	-7.3
O=C(NCC1CCOCC1)c1cccc2ccnn12	-5.8	1.2	nt
CCOc1ccccc1C(=O)Nc1ccc(N2CCN(C(=O)NCCCc3ccccc3)CC2)nc1	-0.7	-1.0	-4.1
CCN(CC(=O)Nc1ccc(NC(C)=O)cc1)c1ccc(C(F)(F)F)cn1	-3.6	0.4	nt
Cc1ccn2c(=O)c(NC(=O)c3ccc(Cl)cc3)c(C)nc2c1	-15.2	4.4	nt
CCOC(=O)NCCS(=O)(=O)N1CCN(c2ccccc2)CC1	-4.2	3.6	-6.6
CN(C)C(=O)c1cncc(N2CC[C@@H](c3ccc4ccccc4c3)[C@H](O)C2)n1	-4.0	-7.9	-7.4
CCn1nc(C)cc1C(=O)N(CCN1CCCCC1)CC1CCCN(C2CCCC2)C1 (centres undefined)	-5.1	-0.8	nt
Cc1cc(C)c2cccc(N=Cc3nc(-c4ccccc4)oc3O)c2n1	-7.5	-8.0	-4.1
CNC(=O)c1cccc(S(=O)(=O)N2CCCC(O)(CN(C)C)CC2)c1 (centres undefined)	-2.0	-1.3	nt
O=C1OC(c2ccc(Cl)cc2)=NC1=Cc1ccc2c(c1)OCO2	-9.5	0.4	-4.2
Cc1cn2c3c(=O)n(Cc4ccccc4)c(=O)n(C)c3nc2n1C	-3.7	-0.4	nt
Cc1ccn(-c2ccc(N3CCN(C(=O)c4ccc(C(F)(F)F)cc4)CC3)nn2)n1	-4.7	-6.0	-8.5
O=C(COCc1ccccc1)Nc1nnc(SCc2ccccc2C(F)(F)F)s1	4.9	7.1	-5.5
COc1ccc(Cl)cc1N1CCN(C(=O)c2cccc(F)c2)C(C)C1=O (centres undefined)	4.7	-3.4	0.0
O=C(NN=Cc1ccsc1)C1CC1	-2.9	-7.2	nt
NC1CCN(c2ccccc2C(=O)NCc2ccncc2)CC1	-4.0	20.7	nt
CCCC(=O)N1CCCCC1C(=O)NCc1nc(-c2ccco2)n[nH]1 (centres undefined)	-2.8	5.3	nt
Cc1nc(N2CCCC2)ncc1-c1cc(=O)[nH]c(N2CCOCC2)n1	-0.4	1.8	-4.8
CC1C(=O)N(c2ccc(Cl)cc2)CCN1C(=O)c1ccc(Br)cc1 (centres undefined)	-5.2	-3.3	-6.4
COc1cc(=O)n(-c2ccc(F)cc2)nc1C(=O)N1CCCc2ccccc21	-12.4	14.5	-7.6
COc1cccc(COC(CN2CCN(C(=O)c3cc4ccccc4s3)CC2)c2ccc(Cl)cc2)c1 (centres undefined)	-1.6	nt	-0.4
CC(C)(C)OC(=O)N1CCCN(CC(=O)NC(=O)Nc2ccccc2F)c2ccccc21	3.5	-2.7	-3.6
COC(=O)CCC(=O)N1CCN(CC(OCc2ccc(C(=O)OC)cc2)c2cccc(OC)c2)CC1 (centres undefined)	-2.6	nt	-6.1
Cc1ccc2c(c1C)NC(=O)C2CC(=O)N1C[C@H]2C[C@H](O)[C@H](O)C[C@H]2C1 (some centres undefined)	-7.5	-0.4	nt
C=CCN(C)C(=O)c1coc(COc2cccc3cccnc23)n1	-11.6	-4.2	nt
COc1ccc(-n2c(SCc3ccccc3Cl)nc3c(c2=O)SCC3)cc1OC	-2.9	-3.2	-6.4
Fc1ccc(COn2nnc3ccc(Cl)cc32)c(Cl)c1	7.9	-11.9	nt
CCC(c1ccc(F)cc1F)S(=O)CC(=O)N1CCC(C)CC1 (centres undefined)	4.6	-0.3	nt
COc1c(F)cc(CN2CCCC(O)(CO)CC2)cc1F (centres undefined)	-3.0	-1.3	nt
Cc1ccc2c(c1)c(C1CCN(C(=O)c3csc(-c4ccc5c(c4)CCO5)n3)CC1)cn2C	-2.7	3.7	-6.5
Cc1cccnc1NC(=O)c1c(O)c2ccccc2[nH]c1=O	1.4	6.6	-6.3
CN1OCC(S(=O)(=O)N(C)Cc2ccccc2)C1c1ccnc2ccccc12 (centres undefined)	-6.7	7.2	nt
c1cc(NCc2nc(-c3ccco3)no2)cc(OC2CCCC2)c1	-14.2	3.1	nt
Cn1ncnc1[C@@H]1CCCN1C(=O)C1CCCCC1	6.6	nt	1.2
CCCCCCCOC(=O)C1=C(C)NC(=O)NC1c1ccc(O)cc1 (centres undefined)	0.0	-1.7	-0.1
CSc1n[nH]c(=O)c2cc(-c3ccc(C)cc3)nn12	-6.8	nt	-7.0
O=C(CN1C(=O)c2ccccc2C1=O)ON1C(=O)CCC1=O	0.3	-3.9	nt
CCOC(=O)c1c2n(c3cc(Cl)c([N+](=O)[O-])cc3c1=O)CCCCC2	-6.0	-9.5	nt
COc1cc(OC)cc(-n2c(-c3snnc3-c3ccccc3)n[nH]c2=S)c1	-1.0	-12.1	nt
CCc1ccc(-c2cc3c(SCC(=O)Nc4ccccc4OC)nccn3n2)cc1	-3.3	2.7	-5.3
CCN(C(=O)Cc1coc(-c2cccs2)n1)c1cccnc1	-3.2	0.0	-14.5
CCS(=O)(=O)c1ccc2c(c1)N(Cc1ccccc1F)C(=O)C(C)O2 (centres undefined)	3.4	4.0	nt
O=c1[nH]cc(C(F)(F)F)cc1Cl	-3.1	-1.7	-1.6
CCNc1ncc(C(=O)N(Cc2ccc(SC)cc2)C2CC2)cn1	-4.7	3.4	-17.5
Cc1cccn2c(=O)c3cc(C#N)c(=N)n(CC(C)C)c3nc12	-8.5	0.9	-5.6
CNc1snc(C)c1C(=O)OCC(=O)N1CCCCCCC1	0.8	18.6	nt
COc1ccccc1N1CCN(C2CCCN(Cc3cc(C)c(C)o3)C2)CC1 (centres undefined)	-10.2	1.9	-11.5
CC(c1ccc(F)c(F)c1)N1CCN(CCN2C(=O)CCC2=O)CC1 (centres undefined)	-10.4	-0.6	-15.5
Cc1cccc(CN(C(=O)c2ccc(C#CC(C)(C)O)cc2)C(C)C)c1	-5.1	-2.5	-12.3
O=C(NCc1cccc(C(F)(F)F)c1)c1cn(CCOc2ccc(F)cc2)c(=O)s1	-1.4	7.7	nt
CCOC(=O)C1=C(C)NC2=C(C(=O)CCC2)C1c1ccc(OCc2ccc(Cl)cc2)cc1 (centres undefined)	1.6	-9.7	-0.4
CN(C)c1cccc(Nc2cc3c(cn2)cc(-c2cccnc2)n3C)c1	-5.2	-14.0	-4.8
CC(C)N(CC(=O)Nc1cc(-c2ccccc2)nn1-c1ccc(F)cc1)C(=O)Nc1ccccc1Br	-9.0	17.4	-6.9
CC(C)(C)c1nc(-c2ccc(O)c(O)c2)cs1	-6.4	1.7	-18.1
COc1ccc(NC(=O)N(Cc2nc(C(=O)N(CCN(C)C)Cc3ccccc3)cs2)C(C)C)cc1	-5.7	17.2	-4.9
CCC(C)c1ccc(C(=O)COc2cccc(C#N)c2)cc1 (centres undefined)	-6.4	0.2	nt
CN(Cc1nc2ccccc2c(=O)[nH]1)C(=O)NCCCc1ccccc1	7.8	15.7	nt
CC(C)(C)NC(=O)NCCNc1nc(-c2cccs2)nc2cc(Cl)ccc12	-6.5	6.9	-5.0
Cc1nn(C(C)(C)C)c2c1C(c1ccsc1)C1C(=O)CCCC1=N2 (centres undefined)	-8.6	0.8	-2.5

The listing continues:
SMILES	hcGAS inh	NPYLR7 agonist	mcGAS lum
COc1ccc(OC)c(S(=O)(=O)Oc2ccc(OCc3ccccc3)cc2)c1	-4.2	4.5	-4.3
CSc1cccc(-n2nnc(C(=O)OCc3ccccc3)c2C)c1	-5.3	2.0	-7.8
CC(CCc1ccccc1)NC(=O)c1ccc(-c2cc(-c3cccc(C(F)(F)F)c3)n[nH]2)cc1 (centres undefined)	-9.1	-2.9	-9.2
CCN1CCN(C(c2cccc(OC)c2)C2Sc3ncnn3C2=O)CC1 (centres undefined)	-5.6	2.8	-6.7
CC(C)NC(=O)c1cnc(N2CCN(CCc3ccccc3)C2=O)o1	-1.0	-5.1	nt
O=C(Nc1nc2c(s1)COc1ccccc1-2)c1cccc([N+](=O)[O-])c1	8.3	6.6	-5.1
Cc1cccc(CC(=O)NCCc2cc3cc(C)c(C)cc3[nH]c2=O)c1	5.5	0.3	-3.6
CCc1c(C)sc2ncnc(N3Cc4cnn(CCO)c4C3)c12	1.6	2.3	nt
CCc1cc2c(=O)c(-c3ccccc3)c(C(F)(F)F)oc2cc1OC	-4.8	-1.7	-7.4
CNC(=O)CSc1nc(-c2ccccc2)c(NC(=O)c2ccccc2F)s1	1.5	-8.5	2.4
CC(C)c1ccc(-n2nc(C(=O)NCCN3CCOCC3)c(=O)n(Cc3ccccc3F)c2=O)cc1	-2.1	-1.7	-5.6
CCOC(=O)C1(CCOc2ccccc2)CCN(Cc2cccc3nonc23)CC1	-3.9&-0.4	7.3&0.5	-1.3
Cc1ccc(S(=O)(=O)Nc2nc(C#N)c(C#N)[nH]2)cc1	-0.9	-4.7	nt
O=C(NCC1CCCO1)c1coc(CN(CCc2c[nH]c3ccccc23)Cc2cccc(F)c2)n1 (centres undefined)	-2.1	4.4	-1.9
Cc1noc(C)c1S(=O)(=O)N1CCOC(CCc2ccccc2)C1 (centres undefined)	-10.4	18.5	-12.7
N#Cc1cccc(CSc2nnnn2C2CC2)c1	-4.2	3.5	nt
CC(C)c1cc(C(C)C)n(C2CCN(C(=O)c3ccc4snnc4c3)CC2)n1	-1.6	-4.6	-3.1
Cc1ccc(NC(=O)N(CCN(C)C)Cc2c(-c3ccccc3)noc2N(C)C2CCCCC2)cc1	-4.8	7.2	-5.2

Assay outcomes (PubChem)

Not a hit list (roughly 0.27% active in at least one column).
